Screens deposited in PubChem by Icahn School of Medicine at Mount Sinai.
ROC1-CUL1 inh: inhibitors of human ROC1-CUL1 ubiquitin ligase activity | in vitro K48 di-Ub FRET, acceptor:donor ratio, 45 min | inhibition, % at 10 µM | hit rate 0.6% among 140,000 | AID 1347404, 2020; in the data active = inhibition above about 25%
Target sequence (P62877 whole entry, looked up): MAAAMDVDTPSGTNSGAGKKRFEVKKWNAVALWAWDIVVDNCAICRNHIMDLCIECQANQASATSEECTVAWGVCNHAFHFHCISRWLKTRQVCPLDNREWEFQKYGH
Target sequence (Q13616 whole entry, looked up): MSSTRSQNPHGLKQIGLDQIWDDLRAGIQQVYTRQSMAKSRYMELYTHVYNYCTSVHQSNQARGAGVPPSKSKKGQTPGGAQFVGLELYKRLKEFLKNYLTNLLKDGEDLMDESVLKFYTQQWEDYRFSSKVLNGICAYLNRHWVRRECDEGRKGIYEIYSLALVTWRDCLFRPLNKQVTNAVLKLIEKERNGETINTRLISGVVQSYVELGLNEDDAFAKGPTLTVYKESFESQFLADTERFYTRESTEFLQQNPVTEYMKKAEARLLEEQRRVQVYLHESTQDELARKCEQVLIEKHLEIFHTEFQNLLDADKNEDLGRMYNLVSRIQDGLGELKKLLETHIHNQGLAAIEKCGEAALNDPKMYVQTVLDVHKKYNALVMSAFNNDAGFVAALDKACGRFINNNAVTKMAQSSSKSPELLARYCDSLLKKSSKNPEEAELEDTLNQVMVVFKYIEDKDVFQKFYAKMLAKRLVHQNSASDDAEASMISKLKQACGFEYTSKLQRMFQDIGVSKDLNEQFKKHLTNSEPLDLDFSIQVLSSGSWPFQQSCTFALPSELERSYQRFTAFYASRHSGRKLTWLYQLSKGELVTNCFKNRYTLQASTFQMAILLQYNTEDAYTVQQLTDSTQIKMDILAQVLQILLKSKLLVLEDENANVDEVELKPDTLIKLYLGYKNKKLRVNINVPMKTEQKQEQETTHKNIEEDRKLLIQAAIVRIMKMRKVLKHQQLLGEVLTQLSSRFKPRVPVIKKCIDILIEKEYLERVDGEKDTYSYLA
* hit, by the source's call; & = joins results of further samples. The list is partial; the hit share may differ from the screen's.

ROC1-CUL1 inh	SMILES
12	O=c1c2ccccc2nc(/C=C/c2ccc(Br)cc2)n1CCO
11	CC1=CS(=O)(=O)CC1Sc1nc2ccccc2[nH]1 (stereo not given)
-3	CCCCN(C)CCCNC(=O)CN1N=C(c2ccc(OC)cc2)CCC1=O
2	Cc1c(Cl)cccc1-n1c(C)c(C)n2c3c(=O)n(CCCO)c(=O)n(C)c3nc12
0	O=C(N=C1CN=C2C=CC=CN2C1=O)c1ccco1
2	COCCN(CC1CCN(Cc2ccccc2OC)CC1)C(=O)c1ccccc1
0	Cc1cccc(NCN2C(=O)C3CC=CCC3C2=O)c1 (stereo not given)
-7	CSCC(=O)NC(C)c1cnc(-c2ccncc2)nc1C (stereo not given)
-5	Cc1cc(C(=O)NCC2CCCN(C(=O)c3n[nH]c4c3CCC4)C2)no1 (stereo not given)
2	Cc1ccc2scc(CN3CCCC3)c2c1
1	COc1cccc(CNC(=O)CCC2CCCN(C(=O)CSC)C2)c1 (stereo not given)
-7	COC12C=CC(CC1=O)c1c(Cl)c(Cl)c(Cl)c(Cl)c12 (stereo not given)
13	C[n+]1c2ccccc2n2nc3c(cc21)c1cccc2cccc3c21
-4	Cc1ncsc1C(=O)N1CCCC1c1ccc(C(=O)NCC(C)C)s1 (stereo not given)
8	COc1ccc(CC(=O)Nc2cccc(OC)c2)cc1
-1	COc1ccc(NC(=O)c2ccc3oc(=O)c(S(=O)(=O)c4ccc(C)cc4)cc3c2)cc1OC
-3	COc1ccc2c(CNC3CCCC3)c(C(=O)O)n(Cc3ccccc3C)c2c1
-5	CCOc1ccc(-c2nnc(SCC3(c4ccccc4)OCCO3)o2)cc1
8	COC(=O)C(OC)(OC)C1OC(=O)C(OC)(OC)C1O (stereo not given)
-11	CC1=NN(c2ccccc2)C(=O)C1C(=O)c1ccc(Cl)cc1 (stereo not given)
6	CO[C@H]1[C@H](NC(=O)c2ccncc2)c2ccccc2C12CCN(C(=O)CCOc1ccccc1)CC2
-2	CCC(C(=O)NCCC1=CCCCC1)c1ccccc1 (stereo not given)
10	Cc1ccc2c(c1)-c1c(cnc3cc(-c4ccc(F)cc4)nn13)CO2
-1	COC(=O)c1c(NC(=O)C(C)Oc2ccc(Cl)c(C)c2)sc(C)c1C (stereo not given)
-5	CCN(C(C)=O)c1ccc(Cl)cc1C(=O)O
-1	CC(=O)c1ccc(NC(=O)CCCc2nc(-c3cccc(C)c3)no2)cc1
-1	COc1ccc(C)c2sc(NC(=O)c3ccc(S(=O)(=O)N4CCCCC4)cc3)nc12
-5	C=CCn1c(SCC(=O)Nc2ccccc2)nc2scc(-c3ccc(-c4ccccc4)cc3)c2c1=O
-4	CCOC(=O)c1cc(C#N)c(SCc2ccc(Cl)c(Cl)c2)nc1N
5	Nc1ccc(Oc2ccc3nc(-c4ccc(Br)cc4)c(-c4ccc(Br)cc4)nc3c2)cc1
-1	Cc1n[nH]c(C)c1-c1nc(-c2c(C)ncc3c2CCNC3)no1
1	Cc1cccc(N2CCN(C(=O)CCc3nnc4n(CC(C)C)c(=O)c5ccccc5n34)CC2)c1C
2	CC(C)(C)OC(=O)N1CC=C2C(C#N)C(=N)C(C#N)(C#N)C(c3cccc(Br)c3)C2C1 (stereo not given)
7	COc1ccccc1NC(=O)c1oc2ccccc2c1NC(=O)Cc1cccs1
4	CCOc1cc(C(=O)Nc2ccc3nc(Nc4cccc(Cl)c4)cc(C)c3c2)cc(OCC)c1OCC
-3	CCOc1ccc(NC(=O)c2cnn3c(C(F)F)cc(-c4ccc(C)cc4)nc23)cc1
0	O=C(CN1CCCC1)Nc1ccc(C(=O)O)cc1
-9	O=c1c(NCCc2ccc(Cl)cc2)nccn1-c1ccccc1
11	CCOc1cc(C)c(C)cc1S(=O)(=O)NC(C)(C)C
-5	COC(=O)c1ccc(NC(=O)C(C)c2ccc(-c3ccccc3)c(F)c2)cc1 (stereo not given)

Three successive compounds from above:
ROC1-CUL1 inh	SMILES
4	CCOc1cc(C(=O)Nc2ccc3nc(Nc4cccc(Cl)c4)cc(C)c3c2)cc(OCC)c1OCC
-3	CCOc1ccc(NC(=O)c2cnn3c(C(F)F)cc(-c4ccc(C)cc4)nc23)cc1
0	O=C(CN1CCCC1)Nc1ccc(C(=O)O)cc1

Later entries:
ROC1-CUL1 inh	SMILES
0	COc1cc2c(cc1OC)C1=C(SC2)C2=CCC(=O)[C@@]2(C)CC1
-9	CN(C(=S)NC(=O)C1CC1)c1ccccc1
-12	COc1ccc(CCN2C(=O)N(c3ccc(F)cc3)C(=O)C2CC(=O)Nc2ccccc2)cc1 (stereo not given)
-2	CCN(CC)C(=O)C1CCCN(Cc2nc(-c3ccc(OC)cc3F)oc2C)C1 (stereo not given)
-6	COc1ccc(OCc2nc(C(=O)NC3CC3)co2)cc1
6	CCCCOc1ccc(C(=O)Nc2ccc(OC(=O)c3ccccc3)cc2)cc1
6	COc1ccc(CCNC(=O)C(C)Sc2nnnn2-c2ccccc2)cc1OC (stereo not given)
3	CC(C)(C)NC(=O)c1nc2nc(-c3ccccc3)cc(C(F)(F)F)n2n1
0	O=C(Nc1ccccc1C(=O)N1CCOCC1)c1cccc(F)c1
1	O=C(COc1ccc(OCC(=O)Oc2ccccn2)cc1)Oc1ccccn1
-6	COc1cc(C(=O)N/N=C/c2ccc(Br)s2)cc(OC)c1OC
3	Nn1c(SCc2cccc(Br)c2)nnc1-c1ccccc1
4	CC(C(=O)NCCSCc1cccc(Cl)c1)N(c1ccccc1)S(C)(=O)=O (stereo not given)
11	c1ccc(CN2CCOCCOCCN(Cc3ccccc3)CCOCCOCC2)cc1
-11	O=C1NN(c2ccc(Cl)cc2)C(=O)/C1=C\c1cc(I)cc(I)c1O
-5&7	CCCSc1nc2sc3c(c2c(=O)n1-c1ccc(C)cc1)CCCC3
1	CCOc1ccc(NC(=O)CN2CCOCC2)cc1
4	CCc1ccc(C2C(C#N)C(=N)C(C#N)(C#N)C3=CCC(C)CC32)cc1 (stereo not given)
-1	O=C(CSc1nc2ccccc2s1)NC1(C(=O)NC2CCCC2)CCCCC1
3	CC(Nc1ccc(Br)cc1)c1nnc(SCC(=O)N/N=C/c2ccccc2)n1C (stereo not given)

Another view of part of the listing above.
| mol | ROC1-CUL1 inh |
| --- | --- |
| CC(C)(C)NC(=O)c1nc2nc(-c3ccccc3)cc(C(F)(F)F)n2n1 | 3 |
| O=C(Nc1ccccc1C(=O)N1CCOCC1)c1cccc(F)c1 | 0 |
| O=C(COc1ccc(OCC(=O)Oc2ccccn2)cc1)Oc1ccccn1 | 1 |
| COc1cc(C(=O)N/N=C/c2ccc(Br)s2)cc(OC)c1OC | -6 |

Going on with the list:
ROC1-CUL1 inh	SMILES
-6	O=C(NNc1nc2ccccc2s1)C1CC1
1	Cc1ccc2nc3c(cc(C#N)c(=O)n3-c3nnc(SCc4ccccc4Cl)s3)c(=O)n2c1
-4	COC(=O)NNC(=O)c1cccc(C)c1
1	COC(=O)C1=C(C)N(C)C(=S)NC1c1ccc(F)cc1 (stereo not given)
0	O=C(/C=C/c1cccc(F)c1)N1CCC(C2(c3ccccn3)NC(=O)N(CC3CCCO3)C2=O)CC1 (stereo not given)
-5	CCN(CC)CCN1C(=O)C(=O)C(C(=O)c2ccc(Cl)cc2)C1c1cccs1 (stereo not given)
-13	Cc1nn(C)c(C(=O)Nc2ccc(Br)cn2)c1Cl
5	COc1ccccc1N1C(=O)/C(=C\c2ccccc2Cl)C(=O)N(c2ccccc2)C1=S
1	CC1(C)CC(=O)c2ccccc2S1
-1	Clc1ccc2c(N3CCN(CCCCCCN4CCN(c5ccnc6cc(Cl)ccc56)CC4)CC3)ccnc2c1
-8	O=C(CNC1=NCCC1)c1ccc2c(c1)OCCO2
-10	O=C(CN1CCN(c2ccccc2F)CC1)Nc1cccc(Cl)c1Cl
7	CCN1CCN(C2(C(=O)N(C)Cc3nccs3)Cc3ccccc3C2)CC1
-2	CC1(C)CC(=O)C2C=C(c3nc(-c4ccc(F)cc4)cs3)C(=O)N=C2C1 (stereo not given)
-5	CCCCn1cc(S(=O)(=O)c2ccc(CC)cc2)c(=O)c2cc(F)c(N3CCCC(C)C3)cc21 (stereo not given)
9	COC(=O)c1c(NC(=O)C2CCCO2)sc2c1CCC(C)C2 (stereo not given)
19	O=C(NC(=S)Nc1ccc(N2CCOCC2)c(Cl)c1)c1ccc(-c2ccccc2F)o1
9	COCCn1c(CN2CCCC(CO)C2)cnc1S(=O)(=O)C1CCCCCC1 (stereo not given)
-7	OC1CCCN(C2CCN(c3nc4nonc4nc3N3CCCC3)CC2)C1 (stereo not given)
-2	CC(=O)c1c(C)nc2sc(C(=O)Nc3ccc(C)cc3)c(N)c2c1-c1ccc(Cl)cc1
17	CN(Cc1nccs1)C(=O)CC1(c2ccc(-c3ccccc3)cc2)CC(=O)N(C)C1=O (stereo not given)
2	CCOc1cccc(C2c3[nH]c4ccccc4c3CCN2C(=O)CCC2CCCC2)c1 (stereo not given)
-3	C=C(C)Cn1c(=O)c2c(nc3n2CCN3c2ccc(CC)cc2)n(C)c1=O
0	Cc1ccc(O)c(N=Cc2cc(Cl)cc(Cl)c2O)c1
-3	CC12CCC(C)(c3nc4ccccc4nc31)C2(C)C
-6	Cc1cccc(N2CCn3c2nc2c3c(=O)n(CCCc3ccccc3)c(=O)n2C)c1
10	COc1ccc(C(=O)N2CCOc3c(cc(-c4cccnc4)cc3OCCc3cccs3)C2)c(OC)c1
1	CCc1ccc(CNC(=O)CCCN2C(=O)CCn3nc(-c4cccn4C)cc32)cc1
7	O=C1SC(=C2CCCCC2)C(=O)N1CN1CCOCC1
9	CC(=O)OC12CC(C)(C)CC(C)(CC3=C1C(=O)CC(C)(C)C3)C2 (stereo not given)
3	Cc1ccc(CCNC(=O)c2cc3sccc3n2Cc2ccc(F)cc2)cc1
-4	COc1ccc(CCN2C(=S)N(c3ccc(F)cc3)C(=O)C2CC(=O)Nc2ccc(F)cc2)cc1 (stereo not given)
-7	S=c1[nH]nc(Cc2nc3ncccc3[nH]2)n1-c1ccccc1
12	Cc1ccc(S(=O)(=O)N2CCc3ccccc3C(=O)C2)cc1
8	CC(Oc1ccc(Br)cc1Br)C(=O)N=C1C(=O)N(c2ccccc2)N(C)C1C (stereo not given)
5	CCn1cc(C(=O)N2CCN(c3cc(Cl)ccc3C)CC2)c(=O)c2cc(S(=O)(=O)N3CCOCC3)ccc21
-6	O=C1O[C@@H]2CN(Cc3cccc4c3OCO4)C[C@@H]2N1C1CCCC1
2	Cc1cccc(NC(=O)C(=O)NCCc2csc(-c3ccc(C(F)(F)F)cc3)n2)c1C
8	O=C(Nc1ccc(CN2CCOCC2)cc1)c1ccc(OCc2ccccc2)cc1
11	O=C1NC(=Nc2ccccc2Cl)S/C1=C/c1cccnc1
0	COc1cccc(OCC(=O)N/N=C2\CCOc3c(C)cccc32)c1
-2	COc1ccc(N2CCN(C(=O)c3ccc(NC(=O)c4nsc5ccccc45)cc3)CC2)cc1
1	CCCS(=O)(=O)N1CC(=O)N(c2ccc(Cl)cc2)C(C)(C(=O)NC2CCCC2)C1 (stereo not given)
9	CN(C(=O)c1ccc(Cl)s1)C1CCCN(CCc2ccccc2)C1 (stereo not given)
-1	CN(CC(=O)Nc1ccccc1F)C1CCCCC1
11	O=C(NCc1ccc(Cl)cc1)C1CCN(C(=O)c2cnn(-c3ccccc3)c2-n2cccc2)CC1
-3	Cc1nc(Nc2ccccc2)nc2c1C(=O)CC(C)(C)C2
-1	Cc1ccc(C(N)=O)c[n+]1Cc1ccccc1
-1	O=C(CCC1(Cc2cccs2)CCC(=O)N1)NCCc1ccccc1C(F)(F)F (stereo not given)
7	CC(=O)c1ccc(N2CCN(C(=O)NCc3noc4ccc(C)cc34)CC2)cc1
5	COCCCn1c(=N)c(C(=O)NC2CCCC2)cc2c(=O)n3cc(C)ccc3nc21
2	CC(=O)OC[C@H]1O[C@@H](OC/C=C\CO)[C@H](OC(C)=O)[C@@H](OC(C)=O)[C@@H]1OC(C)=O
-1	CCOc1ccc(OCC)c(Nc2cc(C)nc3nc(-c4ccco4)nn23)c1
-1	O=C(Nc1ccccc1Cl)[C@H](CSCc1ccccc1)N1Cc2ccccc2C1=O
-4	NC(=O)COc1ccc(-n2cnnn2)cc1
-1	Cc1cc(C)c2c(c1)c(-c1ccccc1)c(-c1ccccc1)n2CC(O)Cn1nc(C)c(Br)c1C (stereo not given)
-5	Cc1cc(C)n(CCC(=O)N2CCOc3c(cc(-c4csc5ccccc45)cc3OCCc3ccccn3)C2)n1
-2	COCCN1CCC(CN(Cc2ccncc2)Cc2ccc3c(c2)CCO3)CC1
5	O=C(Cn1c(=O)oc2cc(S(=O)(=O)N3CCCC3)ccc21)Nc1ccc(OC(F)(F)F)cc1
6	O=C1/C(=C/c2ccc(O)cc2)CS(=O)(=O)c2ccccc21

By substructure: those above containing a cyano group.
ROC1-CUL1 inh	SMILES
-4	CCOC(=O)c1cc(C#N)c(SCc2ccc(Cl)c(Cl)c2)nc1N
2	CC(C)(C)OC(=O)N1CC=C2C(C#N)C(=N)C(C#N)(C#N)C(c3cccc(Br)c3)C2C1 (stereo not given)
4	CCc1ccc(C2C(C#N)C(=N)C(C#N)(C#N)C3=CCC(C)CC32)cc1 (stereo not given)
1	Cc1ccc2nc3c(cc(C#N)c(=O)n3-c3nnc(SCc4ccccc4Cl)s3)c(=O)n2c1

(more compounds)
ROC1-CUL1 inh	SMILES
6	Clc1ccc(NCc2nc3ccccc3n2CCOc2ccccc2)cc1
1	CCc1noc(CN(C)c2ccc(-c3nc(C(C)C)no3)cn2)n1
2	O=C(NC12CC3CC(CC(C3)C1)C2)N1CCN(C(=O)c2ccco2)CC1
22	CCN1C(=O)C(=Cc2cccn2-c2ccc(C)c(Cl)c2)C(=O)N(CC)C1=S
-5	COc1ccc(/C=C/c2ccccc2C)cc1
-3	CCCCCCSc1nc2sc3c(c2c(=O)n1-c1ccccc1OC)CCC3
2	Cc1ccc(N=Cc2ccccc2[N+](=O)[O-])c(O)c1
-8	CC(C)(C)c1ccc(OCCn2cc(C(=O)c3ccco3)c3ccccc32)cc1

Five compounds from above, arranged by formula weight, high to low:
ROC1-CUL1 inh	SMILES
-3	CCCCCCSc1nc2sc3c(c2c(=O)n1-c1ccccc1OC)CCC3
22	CCN1C(=O)C(=Cc2cccn2-c2ccc(C)c(Cl)c2)C(=O)N(CC)C1=S
2	O=C(NC12CC3CC(CC(C3)C1)C2)N1CCN(C(=O)c2ccco2)CC1
1	CCc1noc(CN(C)c2ccc(-c3nc(C(C)C)no3)cn2)n1
2	Cc1ccc(N=Cc2ccccc2[N+](=O)[O-])c(O)c1
